Glyco luc inh: N-linked glycosylation inhibition. D54 ERlucT glycosylation luciferase reporter, 24 h; percent of 100 nM tunicamycin response. reporter increase, % at 12.5 µM. 360,000 tested, 0.23% active. AID 588692;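 active means mean luciferase reporter signal, scaled so untreated is 0 and the glycosylation-blocking control 100, at or above a set limit in every replicate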;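 further: luciferase carries N-glycosylation sites so blocking glycosylation raises the light; 0% = median of neutral control wells and 100% = median of 100 nM tunicamycin wells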
MC4R antag cAMP: blocks human MC4R cAMP signaling; MC4R-expressing cells, MTII-stimulated cAMP, LANCE TR-FRET; AID 540295; 360,000 tested, 0.48% active; P32245; inhibition, % at 6.5 µM;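 active means inhibition above its plate's cutoff, the mean of tested wells on that plate plus 3 SD, cut at about 29% in these data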;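 further: 0% = Melanotan II alone and 100% = Melanotan II plus saturating MCL0020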
Target sequence (P32245 whole entry, looked up): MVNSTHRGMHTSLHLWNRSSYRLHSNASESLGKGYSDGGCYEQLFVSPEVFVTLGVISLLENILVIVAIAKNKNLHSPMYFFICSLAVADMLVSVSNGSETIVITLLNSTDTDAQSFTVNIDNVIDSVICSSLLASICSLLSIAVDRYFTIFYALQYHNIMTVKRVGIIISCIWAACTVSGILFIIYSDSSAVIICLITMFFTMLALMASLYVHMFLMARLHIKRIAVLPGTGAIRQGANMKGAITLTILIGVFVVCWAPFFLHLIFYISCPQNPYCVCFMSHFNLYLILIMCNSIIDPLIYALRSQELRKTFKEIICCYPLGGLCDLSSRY
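system = U2OS cells with stable human MC4R expression | also added = Melanotan II challenge after compound preincubation | dosing = one concentration, 6.5 µM nominal | incubation = compound 30 min, challenge 1 h, detection 1 h | measured by = TR-FRET with Eu-cAMP and labeled anti-cAMP, 671 nm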
aDG glyco act: alpha-DG glycosylation activation; 360,000 tested, 0.22% active; Pro5-aDG cells, alpha-DG glycosylation AlphaScreen (IIH6); 0% Pro5, 100% B10-LARGE cell signal; activation, % at 10 µM; AID 624168;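 active means activation of at least 8% versus controls, or a plate z-score of at least 8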;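 further: Pro5 are CHO cells carrying HIG-tagged alpha-DG that lacks glycosylation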
iPSC survival up: enhancers of human iPSC single-cell survival; hiPSC single-cell survival, ATPlite luminescence; 100% = ROCK inhibitor wells, 0% = DMSO; 360,000 tested, 0.044% active; AID 602274; survival enhancement, % at 20 µM; in the data active means survival enhancement above about 18%;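 further: cells exposed to compounds for 16 hours before the ATP read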
m5-HT2A agonist: mouse HTR2A agonism via beta-arrestin recruitment; activation, % at 7.6 µM; AID 624169; 360,000 tested, 0.66% active; P35363; CHO-K1 mHTR2A beta-arrestin complementation, luminescence; percent of 30 µM serotonin response;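 active means activation above a run cutoff, the mean activation of all tested compounds plus 3 SD, cut at about 14% in these data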;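 further: 0% = plate median of compound wells and 100% = 30 µM serotonin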
Target sequence (P35363 whole entry, looked up): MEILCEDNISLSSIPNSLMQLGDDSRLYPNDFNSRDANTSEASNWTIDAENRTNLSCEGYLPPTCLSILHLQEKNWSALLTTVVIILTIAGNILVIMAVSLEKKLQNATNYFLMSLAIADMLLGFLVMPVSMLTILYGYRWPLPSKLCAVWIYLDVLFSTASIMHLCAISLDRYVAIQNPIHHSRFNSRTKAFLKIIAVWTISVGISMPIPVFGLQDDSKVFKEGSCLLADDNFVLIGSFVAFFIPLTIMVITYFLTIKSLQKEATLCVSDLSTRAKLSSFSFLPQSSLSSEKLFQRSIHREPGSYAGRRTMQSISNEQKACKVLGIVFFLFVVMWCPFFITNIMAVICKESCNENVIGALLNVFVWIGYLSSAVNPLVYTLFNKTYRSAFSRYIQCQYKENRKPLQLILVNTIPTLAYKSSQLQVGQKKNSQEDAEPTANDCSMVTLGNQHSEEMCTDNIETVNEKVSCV
ABCB6 inh MLPCN: inhibitors of human ABC transporter ABCB6 | K562-ABCB6 porphyrin accumulation, flow cytometry, 1 h; hits give low values | 360,000 tested, 0.19% active | fluorescence ratio to DMSO, % at 10 µM | Q9NP58;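 active means fluorescence ratio to DMSO below 75%, the collection mean minus 3 SD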;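 further: signal is porphyrin accumulated inside mitochondria; 100% equals median channel fluorescence of DMSO control wells; lower ratio means ABCB6 inhibition with less porphyrin fluorescence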
MC4R ag barr: agonists of human melanocortin 4 receptor (MC4R) beta-arrestin. P32245. U2OS MC4R beta-arrestin complementation, luminescence; percent of melanotan II response, DMSO zero. activation, % at 8.9 µM. 360,000 tested, 0.98% active;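 active means activation above a per-plate cutoff, the mean activation of sample wells on that plate plus 3 SD, cut at about 8% in these data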
Cardio protect: protects H9c2 cardiomyocytes from peroxide injury; H2O2 injury protection, ATPLite, 2 h; 360,000 tested, 0.63% active; AID 588492; protection from H2O2 cell death, % at 20 µM;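 active means compounds giving at least 50% protection of heart cells from peroxide-induced death in the single-dose screen, raw or plate-pattern-corrected value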;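 further: 0% = DMSO wells with peroxide and 100% = DMSO wells without peroxide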
ABHD5 PLIN5 PPI: ABHD5-PLIN5 protein interaction inhibition | Q00G26+Q8WTS1 | Split G. princeps luciferase complementation, luminescence, 4 h | inhibition, % at 4 µM | 360,000 tested, 0.78% active | AID 602281;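 active means inhibition above the mean inhibition across every tested compound plus 3 SD, cut at about 22% in these data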;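 further: 0% = DMSO only wells and the 100% control is not disclosed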
Granule exo inh: lytic granule exocytosis inhibition | 360,000 tested, 0.66% active | TALL-104 LAMP-1 surface exposure, flow cytometry; cells stimulated with thapsigargin and PMA | AID 651702 | inhibition, % at 10 µM;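 active means inhibition above about 55%, limit read from the data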
Numbers without * were called inactive; · = not tested or not shown. Not a hit list; any-hit rate near 4.5%.

compound	Cardio protect	Glyco luc inh	MC4R antag cAMP	MC4R ag barr	aDG glyco act	m5-HT2A agonist	ABHD5 PLIN5 PPI	Granule exo inh	iPSC survival up	ABCB6 inh MLPCN
Cc1ccnc(NC(=O)CCS(=O)(=O)c2ccccc2)c1	1	0	18	0.5	0.0	2	5	-1	-0.5	100
C=CCNC(=O)c1sc(SC)cc1-c1ccc(Cl)cc1	-6	-3	6	-1.5	0.4	-6	4	1	2.9	89
O=C(CSc1nnc(NCc2ccccc2)s1)N1CCOCC1	-3	0	1	-0.8	0.4	5	4	-2	0.8	103
Cc1ccc(NC(=O)C(=O)Nc2ccc(C)cn2)nc1	4	1	1	-2.2	-0.7	0	-2	14	0.0	103
NC(N)=NC1=NC(=O)C(Cc2ccccc2)S1 (stereo not drawn)	1	0	27	1.4	0.2	0	-2	5	-0.7	100
CCNC(=O)COC(=O)C1CCN(S(=O)(=O)c2ccc3c(c2)OCCO3)CC1	4	4	-1	-2.7	0.1	2	-1	1	0.0	92
Cc1cc(NC(=O)COC(=O)COc2ccc(Cl)cc2C)c([N+](=O)[O-])cc1C	1	2	7	0.7	1.7	5	4	0	-1.7	109
Cc1onc(-c2ccccc2)c1C(=O)NCCc1ccc(S(N)(=O)=O)cc1	0	1	-3	-1.0	0.3	5	8	-1	-1.6	89
O=c1[nH]c(SCc2ccccc2F)nc2ccccc12	27	-2	11	-1.0	-0.2	0	-2	-1	3.5	100
CON(C)S(=O)(=O)c1ccc2c(c1)NC(=O)C1CCCN21 (stereo not drawn)	18	1	-4	0.1	-0.2	-2	-29	-3	-1.5	96
COc1cc(CNc2ccc3c(c2)CCC3)cc(OC)c1O	-2	-1	5	-1.1	-0.1	-2	39*	18	-1.0	99
CC(C)(C)c1ccc(-c2nc3cc(N)ccc3o2)cc1	-22	-19	3	2.8	0.3	-2	-3	-21	-0.8	100
COC(=O)Nc1c(-c2ccccc2)nc2ccc(C)cn12	6	1	2	-1.7	-0.1	5	2	-3	-1.4	96
COc1cc(NS(=O)(=O)c2ccc(NC(=S)NC(=O)c3ccc(F)c(F)c3)cc2)nc(OC)n1	-5	3	2	-2.7	-0.1	4	3	1	-0.3	98
Cc1ccc(-n2c(SCC(=O)NCc3cccs3)nnc2-c2ccoc2C)cc1	-3	0	27	0.3	0.0	0	-4	44	-3.3	87
O=C(CN(C(=O)CSc1nc2ccccc2o1)c1cccc(F)c1)NC1CCCCC1	-6	-4	-6	-0.6	0.0	2	0	-1	1.9	91
O=C(CNS(=O)(=O)c1ccccc1)NNC(=O)C(Cl)Cl	5	3	29*	-2.0	-0.1	-1	-1	0	4.0	100
COc1cc(/C=N/c2oc(-c3ccccc3)cc2C#N)ccc1O	6	0	-1	-0.1	-0.1	-8	0	3	-2.8	104
O=C(Cc1ccc(F)cc1)N[C@@H]1c2ccccc2CC[C@@H]1OCc1ccccc1	-19	-3	-5	-1.4	0.4	5	8	-1	-0.1	96
Cc1ccc(CSC2=NCCN2C(=O)C(C)Oc2ccccc2)cc1 (stereo not drawn)	-3	-1	19	0.6	-0.1	2	-7	7	-0.7	96
Cc1ccc2[nH]c(=O)c(CN(CCCN3CCOCC3)Cc3nnnn3C3CCCC3)cc2c1	6	-3	14	-1.7	-0.2	0	4	2	3.4	96
Cc1cc(C)nc(SC2CCCCC2O)n1 (stereo not drawn)	-3	2	-6	2.3	-0.3	6	3	-6	1.1	101
Fc1cccc(Cc2c(-c3ccco3)nc3c(Cl)cc(C(F)(F)F)cn23)c1	5	-1	·	·	-0.1	-10	53*	30	0.6	94
CN(C(=O)c1ccco1)c1nc2c(s1)CCCC2	-28	-12	10	-0.4	-0.2	2	7	4	-3.9	100
COc1ccc(COc2cccnc2N)cc1	-2	-1	-7	1.2	-0.1	3	-7	-7	0.3	111
CC(=O)Nc1ccc(NC(=O)C2Cc3c(-c4cccc(F)c4)ccnc3O2)cc1 (stereo not drawn)	2	-2	15	-0.2	0.2	-8	4	-9	4.1	98
FC(F)(F)c1ccc(CN2C[C@@H]3C(c4ccc(Cl)nc4)C4(c5ccccc5)CC3(C4)[C@H]2c2ccccc2)cc1 (stereo partly drawn)	2	-8	14	0.7	-0.2	-2	-8	26	-3.0	100
O=C(CSc1cccc[n+]1[O-])N1CCCc2ccccc21	-2	1	5	-2.1	-0.1	-2	-4	0	-0.6	93
N/C(=N\OC(=O)CCCOc1ccc(Cl)cc1Cl)c1ccncc1	-1	2	15	-2.6	-0.1	-1	-4	10	0.2	100
Clc1ccc2nc(C3CCN(Cc4ccccc4)CC3)[nH]c2c1	-5	-1	1	-0.9	0.0	-2	-2	8	-0.1	98
O=C1/C(=C\c2ccc(-c3ccccc3Cl)o2)SC(=S)N1CC1CCCO1 (stereo not drawn)	-10	2	-8	-1.3	-0.5	-1	4	32	-2.6	104
COc1ccc2[nH]cc(C(=O)CN3CCCC(C)C3)c2c1 (stereo not drawn)	16	-1	5	0.0	-0.1	-4	0	-5	-0.5	98
COCCN(CC(=O)NCc1ccccc1)C(=O)CCC(=O)Nc1ccccn1	-4	1	3	-1.2	-0.2	0	14	1	1.4	99
COc1ccccc1N(CC(=O)NCC(C)C)S(=O)(=O)c1cccs1	1	-2	1	-0.4	-0.1	1	6	4	-1.1	97
COc1ccccc1NC(=O)/C(=N/OCc1ccc(C#N)cc1)C(C)=O	4	0	-13	0.1	0.4	-4	1	1	-0.6	96
CCCc1cc(=O)[nH]c(SCc2csc(-c3ccccc3)n2)n1	2	0	-3	0.6	0.0	5	2	1	-1.4	104
Cc1ccccc1-n1cc(-c2ccc(Br)cc2)nc1SCC(N)=O	-2	2	11	1.2	0.0	-1	7	8	-0.4	97
O=C(CN(C(=O)c1csnn1)c1ccccc1Cl)NC1CCCCC1	-2	3	0	1.6	0.0	2	4	-4	-0.3	98
CCOC(=O)N(C)C[C@@H]1OCc2cnnn2CCCC(=O)N([C@H](C)CO)C[C@H]1C	13	0	3	-1.3	0.3	-4	-4	-4	-2.7	98
CC1=NN(C(=O)Cn2ccc([N+](=O)[O-])n2)C(O)(C(F)(F)F)C1 (stereo not drawn)	14	1	12	0.3	-0.3	-2	0	4	4.2	100
CC(C)CC(=O)NC(c1cccs1)c1ccc2cccnc2c1O (stereo not drawn)	20	-10	1	-3.8	-0.9	-5	0	-2	0.9	103
C=C(C)CC1(NC(C)c2ccccc2)CCCCC1 (stereo not drawn)	-5	-2	2	1.6	0.1	0	1	0	2.6	93
CCOC(=O)C1=C(CSc2nc(-c3ccncc3)ccc2C#N)OC(N)=C(C#N)C1c1ccc(OC)cc1 (stereo not drawn)	10	0	-5	-0.8	-0.4	3	3	-1	-0.2	136
COc1ccc(C(CC(=O)c2ccc(C)cc2)Nc2ccc([N+](=O)[O-])cc2)cc1 (stereo not drawn)	-3	-3	3	-1.2	0.4	-1	-4	1	0.1	96
Cc1cccc(C)c1NC(=O)C1c2ccccc2OCC(=O)N1Cc1cccnc1 (stereo not drawn)	·	·	·	·	0.1	4	11	-6	0.1	96
COc1ccc(C(=O)NCc2nnc(SCC(=O)N3CCCC3)o2)cc1OC	4	1	-3	-1.4	-0.3	5	7	12	0.7	95
CC1Cc2ccccc2N1Cc1nc2cc(C(F)(F)F)ccc2c(=O)[nH]1 (stereo not drawn)	0	15	3	-0.1	0.0	-5	-4	-3	-1.5	99
Cn1c(=O)c(C(=O)Nc2ncccn2)c(O)c2ccccc21	-25	-1	-2	-0.5	0.0	-1	4	-1	-4.2	96
CC(=O)NCCc1c(C)n(Cc2ccccc2)c2ccccc12	-1	-4	2	-0.9	0.1	-3	5	7	0.4	97
Cn1cc(CNC(=O)c2cc(-c3ccccc3)nc3ccc(Br)cc23)cn1	-5	-1	5	1.7	0.1	-1	1	9	-0.9	104
CCn1ncc(/C=N/O)c1C	11	-2	12	-0.8	0.3	-9	-3	0	3.3	98
COc1ccc2c(c1)OC[C@H]1[C@H]2N2C(=O)c3cc(C)ccc3NC(=O)[C@@]2(C)[C@H]1c1ccccc1	-4	39*	8	-0.8	0.3	-2	5	6	-1.7	97
CCCCN(CC)C(=O)c1cc2cc3ccc(OC)cc3nc2o1	4	-2	-3	0.1	1.3	3	10	0	-2.0	92
CCOc1ccc2nc(N3CCC(C(=O)NC4CCCCC4)CC3)sc2c1	-19	-5	0	0.7	4.3	8	8	-1	0.3	96
O=C(OCc1nnc(-c2ccccc2)o1)c1cccc(S(=O)(=O)N2CCOCC2)c1	0	1	7	-0.3	0.0	-5	1	-2	-0.5	98
CCc1ccc(N2CC(O)=C(c3nc4ccccc4c(=O)[nH]3)C2=N)cc1	0	2	13	0.0	0.2	-1	6	0	-2.4	94

The listing continues.
compound	Cardio protect	Glyco luc inh	MC4R antag cAMP	MC4R ag barr	aDG glyco act	m5-HT2A agonist	ABHD5 PLIN5 PPI	Granule exo inh	iPSC survival up	ABCB6 inh MLPCN
Cc1cc(C)c2c(CC(=O)NC3CCS(=O)(=O)C3)coc2c1 (stereo not drawn)	0	1	7	-0.8	-0.1	-6	4	9	-0.5	97
Cc1ccc(NC(=O)CSc2nnc(COc3ccc(C#N)cc3)n2-c2ccccc2)cc1C	4	-4	3	-0.4	0.1	5	6	0	3.6	99
O=C(c1ccccc1)N1CCN(CC(O)COC2CCCCC2)CC1 (stereo not drawn)	7	5	1	-1.4	0.0	-3	0	0	0.3	96
COc1ccc(S(=O)(=O)NNC(=S)NCCc2ccccc2)c(OC)c1	-4	1	6	-4.6	0.0	3	-4	3	-0.3	98
Cc1cc(N(CC(=O)NC(C)C)S(C)(=O)=O)ccc1Br	7	2	-5	4.1	0.0	-2	-3	3	2.4	98
Cc1nc2c(OCc3ccc(C#N)cc3)cccn2c1N(C)C(=O)CCC1CCCC1	0	-2	6	-1.4	0.5	-5	9	-2	0.0	92
Cc1cc(N2CCN(C)CC2)nc2ccc(NC(=O)CCC(=O)N3CCN(c4ccc([N+](=O)[O-])cc4)CC3)cc12	7	-5	2	-3.0	0.3	-4	0	7	2.8	97
CCOC(=O)N1CCC(NC(=O)CC(NS(=O)(=O)c2ccc(C)cc2)c2ccco2)CC1 (stereo not drawn)	2	-1	4	-1.5	0.0	-2	-7	0	-1.7	101
COc1ccc(-c2cn3c(C)c(C(=O)Nc4ccncc4)sc3n2)cc1	-20	-7	-1	-0.8	4.2	2	-1	35	1.8	92
CC(C)N1CCN(Cc2ccc3c(c2)Cc2ccccc2-3)CC1CCO (stereo not drawn)	26	-4	0	-0.4	2.9	-6	9	42	-4.7	110
COc1ccc(/C=C/C(=O)Nc2ccccc2C)cc1S(=O)(=O)N1CCOCC1	7	6	15	-2.1	0.0	-5	0	-7	-0.3	91
